# High-throughput results as filed in PubChem BioAssay.
# MC4R ag barr – human MC4R agonism via beta-arrestin; P32245; U2OS MC4R beta-arrestin complementation, luminescence; percent of melanotan II response, DMSO zero; activation, % at 8.9 µM; hit rate 0.98% among 360,000; AID 540308;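 active means activation above a per-plate cutoff, the mean activation of sample wells on that plate plus 3 SD, cut at about 8% in these data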
# Target sequence (P32245 whole entry, looked up): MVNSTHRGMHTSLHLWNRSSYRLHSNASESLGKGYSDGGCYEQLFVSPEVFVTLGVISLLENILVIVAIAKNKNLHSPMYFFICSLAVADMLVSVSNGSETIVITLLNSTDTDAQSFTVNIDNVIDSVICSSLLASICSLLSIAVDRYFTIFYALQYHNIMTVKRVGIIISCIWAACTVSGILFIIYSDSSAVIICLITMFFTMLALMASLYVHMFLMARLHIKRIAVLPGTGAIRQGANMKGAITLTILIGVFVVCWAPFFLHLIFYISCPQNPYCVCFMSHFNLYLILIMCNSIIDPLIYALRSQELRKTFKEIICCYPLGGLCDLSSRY
# N-glyco inh – N-linked glycosylation inhibition | D54 ERlucT glycosylation luciferase reporter, 24 h; percent of 100 nM tunicamycin response | reporter increase, % at 12.5 µM | hit rate 0.23% among 360,000;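 active means mean luciferase reporter signal, scaled so untreated is 0 and the glycosylation-blocking control 100, at or above a set limit in every replicate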;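 further: luciferase carries N-glycosylation sites so blocking glycosylation raises the light; 0% = median of neutral control wells and 100% = median of 100 nM tunicamycin wells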
# m5-HT2A agonist – agonists of mouse serotonin 5-HT2A receptor (HTR2A). P35363. CHO-K1 mHTR2A beta-arrestin complementation, luminescence; percent of 30 µM serotonin response. activation, % at 7.6 µM. hit rate 0.66% among 360,000. AID 624169;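 active means activation above a run cutoff, the mean activation of all tested compounds plus 3 SD, cut at about 14% in these data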;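 further: 0% = plate median of compound wells and 100% = 30 µM serotonin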
# Target sequence (P35363 whole entry, looked up): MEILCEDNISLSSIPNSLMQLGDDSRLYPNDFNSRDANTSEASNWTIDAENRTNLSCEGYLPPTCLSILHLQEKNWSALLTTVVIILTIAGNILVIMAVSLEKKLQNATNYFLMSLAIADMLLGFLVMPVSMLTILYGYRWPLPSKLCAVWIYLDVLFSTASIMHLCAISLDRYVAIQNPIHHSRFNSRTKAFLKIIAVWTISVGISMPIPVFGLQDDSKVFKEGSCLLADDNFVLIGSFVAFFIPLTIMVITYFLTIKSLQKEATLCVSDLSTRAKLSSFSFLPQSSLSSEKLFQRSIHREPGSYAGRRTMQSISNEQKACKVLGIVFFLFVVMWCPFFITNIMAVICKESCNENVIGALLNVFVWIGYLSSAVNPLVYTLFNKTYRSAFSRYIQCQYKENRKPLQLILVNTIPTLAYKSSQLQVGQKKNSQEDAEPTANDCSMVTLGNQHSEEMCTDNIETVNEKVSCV
# MC4R antagonist – human MC4R antagonism in cAMP assay; AID 540295; hit rate 0.48% among 360,000; P32245; inhibition, % at 6.5 µM; MC4R-expressing cells, MTII-stimulated cAMP, LANCE TR-FRET;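 active means inhibition above its plate's cutoff, the mean of tested wells on that plate plus 3 SD, cut at about 29% in these data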;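 further: 0% = Melanotan II alone and 100% = Melanotan II plus saturating MCL0020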
#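 Material: human MC4R-expressing U2OS cells. Probe or stimulus: Melanotan II challenge. Dosing: 6.5 µM single dose. Times: 30-min compound, 1-h challenge, 1-h detection, room temperature. Technique: TR-FRET with Eu-cAMP and labeled anti-cAMP, 671 nm. Replication: singlicate.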
# aDG glyco act – alpha-DG glycosylation activation. Pro5-aDG cells, alpha-DG glycosylation AlphaScreen (IIH6); 0% Pro5, 100% B10-LARGE cell signal. activation, % at 10 µM. hit rate 0.22% among 360,000;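 active means activation of at least 8% versus controls, or a plate z-score of at least 8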;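 further: Pro5 are CHO cells carrying HIG-tagged alpha-DG that lacks glycosylation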
# ABHD5 PLIN5 PPI – blocks binding of human ABHD5 to perilipin-5 | Split G. princeps luciferase complementation, luminescence, 4 h | inhibition, % at 4 µM | hit rate 0.78% among 360,000;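 active means inhibition above the mean inhibition across every tested compound plus 3 SD, cut at about 22% in these data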;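 further: 0% = DMSO only wells and the 100% control is not disclosed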
# iPSC survival up – hiPSC single-cell survival enhancement; survival enhancement, % at 20 µM; ATPlite luminescence; 100% = ROCK inhibitor wells, 0% = DMSO; hit rate 0.044% among 360,000; in the data active means survival enhancement above about 18%;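 further: cells exposed to compounds for 16 hours before the ATP read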
# ABCB6 inh MLPCN – human ABCB6 transporter inhibition; Q9NP58; K562-ABCB6 porphyrin accumulation, flow cytometry, 1 h; hits give low values; fluorescence ratio to DMSO, % at 10 µM; hit rate 0.19% among 360,000;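 active means fluorescence ratio to DMSO below 75%, the collection mean minus 3 SD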;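 further: signal is porphyrin accumulated inside mitochondria; 100% equals median channel fluorescence of DMSO control wells; lower ratio means ABCB6 inhibition with less porphyrin fluorescence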
# Granule exo inh – lytic granule exocytosis inhibition. TALL-104 LAMP-1 surface exposure, flow cytometry; cells stimulated with thapsigargin and PMA. hit rate 0.66% among 360,000. inhibition, % at 10 µM;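 active means inhibition above about 55%, limit read from the data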
# H9c2 protect – modulators protecting cardiomyocytes from myocardial damage. H9c2 cardiomyocytes, H2O2 injury protection, ATPLite, 2 h. protection from H2O2 cell death, % at 20 µM. hit rate 0.63% among 360,000. AID 588492;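 active means compounds giving at least 50% protection of heart cells from peroxide-induced death in the single-dose screen, raw or plate-pattern-corrected value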;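 further: 0% = DMSO wells with peroxide and 100% = DMSO wells without peroxide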
# Numbers without * were called inactive. This is a random part of the collection. About 4.5% of those tested had a hit in this group.
compound,MC4R antagonist,Granule exo inh,aDG glyco act,H9c2 protect,ABCB6 inh MLPCN,ABHD5 PLIN5 PPI,m5-HT2A agonist,iPSC survival up,N-glyco inh,MC4R ag barr
Cc1ccc(NS(=O)(=O)c2cc(C(=O)NCc3cccnc3)ccc2C)cc1,11,63*,0.0,3,106,5,-12,0.6,-2,-2.5
COC(=O)CSc1nnnn1-c1ccccc1,17,-1,0.3,7,98,-5,-3,-2.5,0,-2.3
CCc1nnc(SCC(=O)NC2CC2)n1CC,-10,-1,-0.3,2,103,3,-1,0.2,2,0.2
O=C(Nc1ccc(N2CCOCC2)c(S(=O)(=O)Nc2ccc(Cl)cc2)c1)c1cnccn1,-1,-1,-0.3,25,89,-2,-4,-0.7,1,-3.0
COc1cccc(C2C(C(N)=O)=C(C)Nc3nc(CCCO)nn32)c1 (stereo unspecified),2,33,0.0,3,97,-5,0,-0.6,1,0.1
Cc1cc(C)c2nc(-c3ccccn3)cc(C(=O)Nc3ccc(S(=O)(=O)Nc4cc(C)on4)cc3)c2c1,16,2,-0.3,-11,99,-2,7,1.5,4,0.1
COc1ccc(CSc2ccc(-c3nc4ccccn4c3NCc3ccccc3)cc2OC)cc1,28,-7,1.0,-12,91,2,-5,-1.1,-3,-0.2
CCC(Sc1nc2cc3c(cc2c(=O)n1Cc1ccco1)OCO3)C(=O)NCCOC (stereo unspecified),8,-2,-0.1,6,96,2,-3,4.3,2,2.4
N#CC1(NC(=O)COC(=O)c2cc(=O)[nH]c3ccccc23)CCCCC1,0,-11,-0.2,6,94,11,4,0.5,2,-1.5
COC(=O)/C(C#N)=C/c1c(Oc2cccc(C)c2C)nc2ccccn2c1=O,15,-4,0.1,1,101,4,-1,-0.4,1,-0.8
CC1=C(C(=O)OCC2CCCO2)C(c2ccsc2)C2=C(CCCC2=O)N1 (stereo unspecified),-3,10,0.4,4,96,12,1,-0.6,-2,3.4
CCOC(=O)C1CCCN(C(=O)Cn2cccc2C(=O)c2ccccc2)C1 (stereo unspecified),-1,-3,-0.3,2,102,-5,-5,2.7,2,-1.1
COc1cccc(CNC(=O)CN2C(=O)COc3ccc(S(=O)(=O)N4CCCCC4)cc32)c1,4,0,0.4,-1,92,4,16*,-0.4,0,1.2
COc1ccc(N(CC(=O)NCc2ccc(F)cc2)C(=O)CCC(=O)Nc2ccccn2)cc1,6,-1,0.2,1,96,-5,-2,-0.7,5,-0.1
CCOC(=O)NCC(C#CCN(CC)CC)N(CC)CC (stereo unspecified),4,2,0.0,2,105,-4,-3,0.6,0,0.2
O=Nc1c(O)n(Cc2cccc(Cl)c2)c2ccccc12,4,0,-0.1,-11,92,-6,11,-1.0,-6,3.6
COc1ccc(N(C2CSC2)S(=O)(=O)c2ccccc2)cc1,2,2,0.1,-8,97,-4,-7,0.4,0,2.1
CCN1CCN(S(=O)(=O)c2c(C)cc(C)cc2C)CC1,-3,-3,0.0,-1,96,0,-8,0.2,-1,-0.2
O=C(N/N=C/c1cccc([N+](=O)[O-])c1)c1cccc2cc[nH]c12,-3,-1,-0.1,-5,98,0,0,1.4,-3,-0.2
O=C(OCn1nnc2ccccc2c1=O)c1ccc2ccccc2n1,-2,0,0.0,5,101,-4,-2,3.3,4,-2.0

# Copied from the results shown for reference:
compound,MC4R antagonist,Granule exo inh,aDG glyco act,H9c2 protect,ABCB6 inh MLPCN,ABHD5 PLIN5 PPI,m5-HT2A agonist,iPSC survival up,N-glyco inh,MC4R ag barr
CC1=C(C(=O)OCC2CCCO2)C(c2ccsc2)C2=C(CCCC2=O)N1 (stereo unspecified),-3,10,0.4,4,96,12,1,-0.6,-2,3.4
CCOC(=O)C1CCCN(C(=O)Cn2cccc2C(=O)c2ccccc2)C1 (stereo unspecified),-1,-3,-0.3,2,102,-5,-5,2.7,2,-1.1

# Following part:
compound,MC4R antagonist,Granule exo inh,aDG glyco act,H9c2 protect,ABCB6 inh MLPCN,ABHD5 PLIN5 PPI,m5-HT2A agonist,iPSC survival up,N-glyco inh,MC4R ag barr
O=C(N/N=C/c1ccc(COc2ccc(Br)cc2)o1)c1ccco1,16,-3,1.2,-1,98,0,1,0.5,0,0.3
O=C(O)c1cn[nH]c1-n1cnnn1,-4,-3,-0.2,3,89,3,11,-1.0,3,-1.6
CCN(CC(=O)Nc1ccc(OC)cc1)C(=O)Cc1ccc(OC)c(S(=O)(=O)N2CCOCC2)c1,13,2,0.8,3,102,0,4,-0.6,0,-1.7
Cn1ccc(C(=O)Nc2ccc(Br)cc2Br)n1,0,0,-0.1,-8,90,0,-2,0.0,-8,-3.0
COc1ccc(C2N(c3ccc(OC)cc3)C(=S)N3CCCN23)cc1 (stereo unspecified),14,16,-0.1,2,98,0,4,-1.8,-4,1.4
Cc1cccc(NC(=S)N(Cc2ccc(Br)cc2)Cc2ccc(C(=O)O)cc2)c1,1,-2,-0.4,8,91,-4,1,0.7,3,-0.6
COc1ccc(C(=O)N2CCN(S(=O)(=O)c3cc(Cl)ccc3OC)CC2)cc1,8,0,0.0,-6,96,0,0,-1.5,1,1.8
CN(C(=O)c1cccc(NC(=O)Cc2cccc(NC(=O)C3CCN(C(=O)C4CCCCC4)CC3)c2)c1)C1CC1,0,-6,0.1,-5,100,7,2,0.5,1,0.9
CCCNS(=O)(=O)c1ccc(OCC(=O)OC)cc1,-3,-4,0.2,20,91,3,0,-0.8,-1,-0.6
COc1ccc(-c2cc(C(=O)Nc3ccc(Cl)cc3Cl)c3ccccc3n2)cc1OC,-9,1,-0.1,-3,91,-7,3,-2.9,0,1.2
O=C(Cc1ccccc1)NCC(=O)N1CCC1,4,-16,-0.1,2,99,0,-3,0.1,1,-0.6
CCn1c(SCC(=O)Nc2ccc(NC(C)=O)cc2)nc2c([nH]c3ccccc32)c1=O,8,0,-0.2,-3,103,0,-1,-0.2,7,1.8
O=C(NCCCN1CCCCC1)C1CCCN(c2ncnc3c2nc2n3CCCCC2)C1 (stereo unspecified),4,2,-0.4,-2,104,-5,-6,-0.4,-2,-3.0
Oc1ccccc1Oc1ncc(Br)c(N2CCOCC2)n1,7,-2,-0.3,1,99,-1,-1,-2.0,1,-3.7
O=C(CCNS(=O)(=O)c1ccc(Br)s1)Nc1ccc(Cl)cc1,18,-2,0.2,-2,93,1,-2,-0.3,-1,3.4
CCOC(=O)c1ccc(NC(=O)C(=O)NCC2(c3ccc(OC)cc3)CCOCC2)cc1,3,-4,0.1,0,88,0,4,-0.1,-1,-2.1
COC(=O)C[C@H]1c2cc(C(F)(F)F)ccc2S(=O)(=O)N1Cc1ccc(OC)cc1,10,8,0.8,-3,97,-4,-3,-2.1,-1,-0.5
Cc1c(NC(=O)CSc2ccccn2)c(=O)n(-c2ccccc2)n1C,4,0,-0.3,-4,93,2,3,-1.3,1,0.0
Cc1cccc(NC(=S)NCC23C=CC(O2)C2C(=O)N(c4ccc(Cl)cc4)C(=O)C23)c1 (stereo unspecified),0,22,0.2,-9,95,17,-1,-0.6,1,0.1
CC(c1ccccc1F)n1cc(C(=O)NCCCn2ccnc2)nn1 (stereo unspecified),-1,2,-0.2,-1,99,2,-1,0.1,1,1.6

# A second format for six compounds above:
# Values run as follows: MC4R antagonist | Granule exo inh | aDG glyco act | H9c2 protect | ABCB6 inh MLPCN | ABHD5 PLIN5 PPI | m5-HT2A agonist | iPSC survival up | N-glyco inh | MC4R ag barr
> O=C(Cc1ccccc1)NCC(=O)N1CCC1
 : 4 | -16 | -0.1 | 2 | 99 | 0 | -3 | 0.1 | 1 | -0.6
> CCn1c(SCC(=O)Nc2ccc(NC(C)=O)cc2)nc2c([nH]c3ccccc32)c1=O
 : 8 | 0 | -0.2 | -3 | 103 | 0 | -1 | -0.2 | 7 | 1.8
> O=C(NCCCN1CCCCC1)C1CCCN(c2ncnc3c2nc2n3CCCCC2)C1 (stereo unspecified)
 : 4 | 2 | -0.4 | -2 | 104 | -5 | -6 | -0.4 | -2 | -3.0
> Oc1ccccc1Oc1ncc(Br)c(N2CCOCC2)n1
 : 7 | -2 | -0.3 | 1 | 99 | -1 | -1 | -2.0 | 1 | -3.7
> O=C(CCNS(=O)(=O)c1ccc(Br)s1)Nc1ccc(Cl)cc1
 : 18 | -2 | 0.2 | -2 | 93 | 1 | -2 | -0.3 | -1 | 3.4
> CCOC(=O)c1ccc(NC(=O)C(=O)NCC2(c3ccc(OC)cc3)CCOCC2)cc1
 : 3 | -4 | 0.1 | 0 | 88 | 0 | 4 | -0.1 | -1 | -2.1
